MITF primary = MITF inhibitors, primary screen, biochemical, AlphaScreen, human | 650,000 compounds, 0.91% hits | AID 1259374, 2018 | inhibition, % at 2.6 µM | AlphaScreen MITF homodimerization, bead proximity signal; in the data active means inhibition above about 50%;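 further: 0% = vehicle wells with protein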
Target sequence (O75030 whole entry, looked up): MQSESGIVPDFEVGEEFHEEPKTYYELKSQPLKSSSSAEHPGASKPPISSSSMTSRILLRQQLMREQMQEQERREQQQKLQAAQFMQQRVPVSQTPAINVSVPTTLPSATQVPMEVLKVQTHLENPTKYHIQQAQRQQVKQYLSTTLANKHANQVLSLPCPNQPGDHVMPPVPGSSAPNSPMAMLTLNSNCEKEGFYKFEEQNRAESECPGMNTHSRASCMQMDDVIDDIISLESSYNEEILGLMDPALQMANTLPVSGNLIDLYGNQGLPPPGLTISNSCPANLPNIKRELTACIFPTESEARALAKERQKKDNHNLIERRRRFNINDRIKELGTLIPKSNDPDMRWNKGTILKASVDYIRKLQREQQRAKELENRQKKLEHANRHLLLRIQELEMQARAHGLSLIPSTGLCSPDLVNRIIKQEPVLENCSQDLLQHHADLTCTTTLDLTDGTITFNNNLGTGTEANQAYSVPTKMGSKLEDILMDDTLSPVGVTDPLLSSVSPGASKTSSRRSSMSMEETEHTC
FBW7 act = FBW7 E3 ligase activators, primary screen, biochemical, AlphaScreen, human. F-box/WD repeat-containing protein 7 (Homo sapiens), Q969H0. AlphaScreen FBW7–phospho-cyclin E peptide binding, activator screen. normalized activity (activation), % at 26.1 µM. 650,000 compounds, 0.13% hits. AID 1259310, 2017; in the data active means normalized activity above about 1.9%;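 further: purified mutant Fbw7 with reduced substrate affinity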
GPR151 ag = activators of human GPR151, primary screen, cell-based, PathHunter beta-arrestin, luminescence; G-protein coupled receptor 151 (Homo sapiens), Q8TDV0; PathHunter beta-arrestin GPR151 cells; activation, % at 11.2 µM; 650,000 compounds, 1% hits; AID 1508602, 2020; in the data active means activation above about 4.9%;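 further: 0% = median of compound wells and 100% = cells with positive control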
Target sequence (Q8TDV0 whole entry, looked up): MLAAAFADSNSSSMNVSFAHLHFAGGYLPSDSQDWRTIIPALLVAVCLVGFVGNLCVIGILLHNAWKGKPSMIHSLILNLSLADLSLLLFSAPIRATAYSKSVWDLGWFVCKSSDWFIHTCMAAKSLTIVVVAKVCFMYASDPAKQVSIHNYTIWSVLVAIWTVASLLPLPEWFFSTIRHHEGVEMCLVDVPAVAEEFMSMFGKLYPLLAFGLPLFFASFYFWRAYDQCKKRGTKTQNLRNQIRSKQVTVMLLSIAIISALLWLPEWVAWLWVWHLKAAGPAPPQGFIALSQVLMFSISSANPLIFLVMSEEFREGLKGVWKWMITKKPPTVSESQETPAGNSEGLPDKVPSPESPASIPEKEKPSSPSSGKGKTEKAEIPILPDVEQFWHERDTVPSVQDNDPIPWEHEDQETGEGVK
TEAD-YAP block = TEAD-YAP interaction inhibition, primary screen, TEAD-YAP interaction inhibitor project, luminescence, HEK-TIYL cells. TEAD-Gal4/YAP UAS-luciferase luminescence. inhibition, % at 9.12 µM. 640,000 compounds, 1.4% hits; in the data active means inhibition above about 32%;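 further: 0% = median of test compound wells and 100% = reference inhibitor wells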
* hit, by the source's call. Compounds as they come (roughly 3.4% active in at least one column).

SMILES	MITF primary	FBW7 act	GPR151 ag	TEAD-YAP block
CCOC(=O)C1=C(N)n2c(s/c(=C\c3ccsc3)c2=O)=C(C#N)C1c1ccsc1 (stereo unspecified)	-6	0.1	1.5	6
Cn1c(O)c(C=Nc2ccccc2)n(C)c1=S	-14	-0.1	-0.8	-3
COc1ccccc1OCC(=O)Nc1ncc(Cc2ccc(Cl)cc2)s1	6	0.9	1.0	-3
O=C(COCc1cc(-c2ccc(F)cc2)on1)N1CCOCC1	13	-0.1	-1.1	-14
O=C(CNC(=O)c1ccc(Cl)c([N+](=O)[O-])c1)OCC(=O)c1c[nH]c2ccccc12	-1	-0.2	0.1	0
O=C(Nc1c2c(nn1-c1ccccc1)CCC2)C1=COCCO1	6	0.0	-2.0	-6
CC(=O)CC(=O)Nc1ccc(C)c(Cl)c1	10	0.0	-1.1	10
C=C(C)CN(CC)c1nc(N)c(C#N)c(CC#N)c1C#N	-10	0.0	0.2	-10
Cn1nc(C(=O)NNC(=O)c2ccc(Cl)c(S(N)(=O)=O)c2)c2ccccc2c1=O	-1	-0.1	-0.1	-6
Cc1cc(C)n2nc(CC(=O)NC3CCCCC3)nc2n1	-8	0.0	0.0	5
CC1Cc2ccccc2N1C(=O)CSc1nnnn1-c1cccc(F)c1 (stereo unspecified)	15	0.0	0.0	16
O=C(c1ccc2c(=O)n3c(nc2c1)CCCCC3)N1CCc2ccccc21	14	0.6	-1.3	-4
COc1ccc(CC(=O)NCC(c2cccc3ccccc23)N(C)C)cc1 (stereo unspecified)	12	0.1	-0.5	3
O=C(CN1CCC(n2cnc3cc(C(F)(F)F)ccc32)CC1)Nc1cccc(Cl)c1	29	0.1	1.7	4
CC(=O)c1ccc(N=Cc2c(C)[nH]n(-c3cccc(Cl)c3)c2=O)cc1	10	0.0	-3.0	-42
CC(C)N(C(=O)COC(=O)c1ccc(O)cc1)C(C)C	18	0.2	-1.6	7
COc1cc(C2C(C#N)=C(N)OC3=C2C(=O)CCC3)cc(Br)c1OC (stereo unspecified)	1	0.2	-1.2	-2
COc1cc(Nc2nc(C(=O)NCc3cccnc3)cs2)cc(OC)c1OC	10	-0.1	1.4	0
CCCC[N+](CC#CCO)(CC#Cc1ccccc1)CCCC	0	0.0	0.3	-7
COc1cc(NC(=O)CSc2nc3[nH]ncc3c(=O)n2-c2ccccc2)cc(OC)c1	-4	-0.1	-0.5	1
Cc1cc(C)cc(N(CC(=O)NC2CC3CCC2C3)S(C)(=O)=O)c1 (stereo unspecified)	-3	-0.1	1.8	7
Cc1ccc(C(=O)N2CCN(CCNC(=O)C(=O)NCc3ccccc3)CC2)cc1	6	0.3	-1.0	9
Cc1onc(C(=O)NC(C)(C)C)c1[N+](=O)[O-]	-4	0.1	-1.1	10
COc1cccc(NC(=O)COc2ccc(Br)cc2Cl)c1	-2	0.1	0.2	-21
CCOC(=O)c1c(C(=O)OCC)c(C)n(CCc2c[nH]c3ccccc23)c1C	11	0.1	-0.1	15

Record cards, from the list above. Order of screens: MITF primary	FBW7 act	GPR151 ag	TEAD-YAP block
O=C(c1ccc2c(=O)n3c(nc2c1)CCCCC3)N1CCc2ccccc21 in the list: 14	0.6	-1.3	-4
CC(=O)CC(=O)Nc1ccc(C)c(Cl)c1 in the list: 10	0.0	-1.1	10
O=C(COCc1cc(-c2ccc(F)cc2)on1)N1CCOCC1 in the list: 13	-0.1	-1.1	-14
CCOC(=O)C1=C(N)n2c(s/c(=C\c3ccsc3)c2=O)=C(C#N)C1c1ccsc1 (stereo unspecified) in the list: -6	0.1	1.5	6
O=C(Nc1c2c(nn1-c1ccccc1)CCC2)C1=COCCO1 in the list: 6	0.0	-2.0	-6

The main list resumes, starting 3 compounds before the break.
SMILES	MITF primary	FBW7 act	GPR151 ag	TEAD-YAP block
Cc1onc(C(=O)NC(C)(C)C)c1[N+](=O)[O-]	-4	0.1	-1.1	10
COc1cccc(NC(=O)COc2ccc(Br)cc2Cl)c1	-2	0.1	0.2	-21
CCOC(=O)c1c(C(=O)OCC)c(C)n(CCc2c[nH]c3ccccc23)c1C	11	0.1	-0.1	15
c1ccc(CN2CCC(Nc3nnnn3-c3ccccc3)CC2)cc1	-6	-0.2	0.3	-3
Cc1nc(SCC(=O)NC(C)(C)C)c2c(C)c(C)sc2n1	9	0.4	-0.5	8
O=[N+]([O-])c1ccc(CN2CCC(N3CCN(c4ccccc4F)CC3)CC2)cc1	-2	0.1	-0.7	16
COc1cccc(OCc2nc(-c3ccc(Cl)cc3)no2)c1	-10	0.1	0.9	5
COc1cc([N+](=O)[O-])cc([N+](=O)[O-])c1OCC(=O)N/N=C/c1ccccc1Cl	5	-0.1	-0.8	7
N/C(=N\OC(=O)c1ccc(I)cc1)c1cccnc1	17	0.2	-1.6	-57
CCN(CC)c1ccc(Nc2nc(-c3c(C)nc4ccccn34)cs2)cc1	22	-0.7	3.3	12
O=C(CN1C(=O)NC2(CCOc3ccccc32)C1=O)Nc1ccc(F)c(F)c1F (stereo unspecified)	-1	-0.3	3.5	-2
COc1ccccc1NC(=O)c1nccnc1CO	10	0.4	1.5	2
c1cncc(-c2cc(N3CCOCC3)nc(-c3cccnc3)n2)c1	6	0.0	2.1	11
CCCOc1ccc(C2C(C(=O)OCc3ccc(OC)cc3)=C(C)NC3=C2C(=O)CC(C)(C)C3)cc1OC (stereo unspecified)	13	0.5	-0.6	-4
Cc1ccccc1N(CC(=O)Nc1ccccc1C(C)C)S(C)(=O)=O	-3	0.0	0.2	-3
O=c1[nH]c(SC/C=C/c2ccccc2)nc2c1cnn2-c1ccccc1	-6	0.1	1.2	4
CC1=C(C(N)=O)C(c2ccc(Cl)cc2)n2nc(SCc3ccccc3)nc2N1 (stereo unspecified)	0	-0.1	0.5	2
CCOC(=O)Cc1coc(NC(=O)c2ccc(Cl)cc2)n1	1	-0.2	5.3*	1
CCNC(=O)C(=O)NCc1ccc(C)cc1	16	0.6	0.2	-3
Cc1cccn2cc(-c3ccc(F)cc3)cc12	10	0.4	-1.3	-10
O=C1/C(=C/c2cn(Cc3cccc4ccccc34)c3ccccc23)SC(=Nc2ccccc2)N1C1CCCC1	2	-0.1	-0.1	-5
CCOc1cccc(N2C(=O)/C(=C/c3ccccc3O)C(=O)NC2=S)c1	-7	-0.2	-0.1	-3
CC(=O)N1c2ccccc2NC2=C(C(=O)CC(C)(C)C2)C1c1cccnc1 (stereo unspecified)	-3	-0.1	-1.1	-2
COc1ccc(/C=C(/NC(=O)c2ccc(Br)cc2)C(=O)NCC(=O)O)cc1	9	0.1	-0.6	-6
CCCCCn1c(SCc2ccc(C(C)(C)C)cc2)nc2cc(C(=O)NCC3CCCO3)ccc2c1=O (stereo unspecified)	2	-0.5	-0.5	-1
CC(=O)N(Cc1ccco1)Cc1cc2cc(C)cc(C)c2[nH]c1=O	-2	0.1	-0.8	-1
CC1CCc2c(sc3ncnc(SCc4ccccc4)c23)C1 (stereo unspecified)	-4	-0.2	0.7	2
Cc1cc(C)n(S(=O)(=O)c2ccc(Br)cc2)n1	0	0.1	0.3	-8

Continuation:
SMILES	MITF primary	FBW7 act	GPR151 ag	TEAD-YAP block
CCCN(Cc1ccsc1)S(=O)(=O)c1cc(F)ccc1OC	15	1.2	-0.1	6
Cc1ccc2oc(-c3cccc(N4C(=O)c5cccnc5C4=O)c3)nc2c1	9	-0.6	-6.6	-50
O=C(NCc1cccnc1)C1CC12CCN(Cc1ccc(-c3ccc(Cl)cc3)o1)CC2 (stereo unspecified)	9	0.1	1.1	14
O=[N+]([O-])c1cc(Nc2nc(-c3ccccc3Cl)nc3ccccc23)cc(Sc2ccc(F)cc2)c1	2	-0.2	-0.1	2
O=C(Cn1cc(NC(=O)c2ccco2)cn1)NCc1csc(Cc2ccccc2)n1	-2	-0.2	-0.3	-6
Cc1cccc(-n2c(O)c(C=Nc3cccc(O)c3)c(=O)[nH]c2=O)c1	-7	-0.1	-0.1	1
CCc1csc2ncc(C(=O)N3CC(C)OC(C)C3)c(=O)n12 (stereo unspecified)	-1	-0.2	-0.6	-37
O=C(Nc1ccc(N2CCOCC2)cc1)c1cccc(-n2cc(Nc3cscc3-c3ccccc3)cn2)c1	8	-0.1	-1.2	12
c1ccc(OCCNc2cc(N3CCN(c4ccccn4)CC3)ncn2)cc1	10	0.3	-1.9	11
O=C(Nc1ccc(N2CCOCC2)cc1)c1cc(Nc2ccc(C(F)(F)F)cc2)nc2ccccc12	8	0.6	4.1	-5
O=c1oc2ccc(Br)cc2cc1-c1nnc(Nc2cccc3ccccc23)s1	2	-0.2	-0.7	-8
CC(C)CCN1CC(C(=O)NC2CCCCC2)CC1=O (stereo unspecified)	6	0.3	-0.2	3
O=C(Nc1noc2ncccc12)c1ccccc1F	-5	-0.4	-3.5	83*
COc1ccc(CCN(C)C2CCCN(C(=O)CCCn3cncn3)C2)cc1OC (stereo unspecified)	3	0.0	0.1	-3
Cc1ccc(S(=O)(=O)C(CC(=O)c2ccccc2)c2ccco2)cc1 (stereo unspecified)	-8	-0.2	0.2	-9
COc1ccc(OC)c(NC(=S)NCCCn2nc(C)cc2C)c1	-14	0.0	0.5	-6
Cc1cc(Cl)ccc1OCC(O)CN1CCN(c2ccc(F)cc2)CC1 (stereo unspecified)	16	0.7	-1.4	6
CCN(Cc1ccccc1)C(c1cc2ccc(C)cc2[nH]c1=O)c1nnnn1CCOC (stereo unspecified)	-4	-0.6	1.5	6
COc1ccc(/C(N)=N/OC(=O)COc2cc(C)c(Br)c(C)c2)cc1	8	0.2	-0.6	2
CC1CN(C(C)(C)C)CCC1O (stereo unspecified)	2	0.3	-1.6	2
C=CCn1c(CCNC(=O)c2ccccc2F)nnc1SCC(=O)Nc1ccccc1	-2	-0.1	-1.0	5
Cn1cc(/C=C(/C#N)C(=O)NCc2ccco2)c2ccccc21	-6	-0.4	0.0	-14
O=C(CCN1C(=O)c2ccccc2C1=O)Nc1ccc(Br)cc1C(=O)O	8	0.2	0.3	-3
COc1ccccc1N1CCN(C(=O)c2cnn3c(C(F)(F)F)cc(-c4ccc(C)cc4)nc23)CC1	6	-0.1	-1.5	2
CC1CCc2nc(NC(=O)c3ccc([N+](=O)[O-])s3)sc2C1 (stereo unspecified)	6	-0.2	-1.0	-26

(further entries)
SMILES	MITF primary	FBW7 act	GPR151 ag	TEAD-YAP block
Cc1cc2c(c(-c3ccc4nc(C)ccc4c3)c1)OC(CNC(=O)c1ncc(C)[nH]1)C2 (stereo unspecified)	8	0.2	-0.8	-6
CCN1CCSc2ccc(C(=O)NCC3CCCN3CC)cc21 (stereo unspecified)	0	0.0	-1.3	5
CON=C1C[C@]2(C[C@@H]3C[C@@H](C/C=C(\C)C[C@@H](C)/C=C/C=C4\CO[C@@H]5[C@H](O)C(C)=C[C@@H](C(=O)O3)[C@]45O)O2)O[C@H](/C(C)=C/C(C)C)[C@H]1C	20	0.5	0.3	6
COc1ccc(CCN2C(=O)CC(C(=O)Nc3cccc(Cl)c3)SC2=Nc2ccccc2)cc1OC (stereo unspecified)	-2	-0.1	-1.0	-8
CN1C(=O)c2ccccc2C(C(=O)N2CCC(c3ccccc3)C2)C1c1cccs1 (stereo unspecified)	-9	-0.3	1.7	-2
O=C(CN1CCN(Cc2cccc(Cl)c2)C1=O)NCC1CCCO1 (stereo unspecified)	5	0.2	0.3	3
Cc1ccc(-c2noc(C3CCCN(S(=O)(=O)c4cccc([N+](=O)[O-])c4)C3)n2)cc1 (stereo unspecified)	3	-0.1	3.3	3
CC1CCN(C(=O)CCNS(=O)(=O)c2cc(Br)cnc2N)CC1	17	-0.1	-0.3	7
CCOC(=O)c1c(NC(=O)C2CC2)sc(C(=O)Nc2cccc(OC)c2)c1C	1	0.0	0.1	-35
COc1ccccc1C1CC(c2ccc(F)cc2)Nc2nc(N)nn21 (stereo unspecified)	11	0.1	2.7	12
COC(=O)c1c(NC(=O)c2ccccc2[N+](=O)[O-])sc2c1CCCCC2	18	0.4	0.7	7
Cc1cccc(NC(=S)N(CCN2CCCCCC2)Cc2cccs2)c1	2	-0.1	0.4	5
O=C(Nc1nnc(-c2ccc([N+](=O)[O-])cc2)s1)Nc1ccccc1F	6	0.0	-1.2	-3

Looked up by structure from above, five records:
SMILES	MITF primary	FBW7 act	GPR151 ag	TEAD-YAP block
Cc1onc(C(=O)NC(C)(C)C)c1[N+](=O)[O-]	-4	0.1	-1.1	10
O=[N+]([O-])c1ccc(CN2CCC(N3CCN(c4ccccc4F)CC3)CC2)cc1	-2	0.1	-0.7	16
O=C(Nc1ccc(N2CCOCC2)cc1)c1cc(Nc2ccc(C(F)(F)F)cc2)nc2ccccc12	8	0.6	4.1	-5
CC(=O)c1ccc(N=Cc2c(C)[nH]n(-c3cccc(Cl)c3)c2=O)cc1	10	0.0	-3.0	-42
O=C(CCN1C(=O)c2ccccc2C1=O)Nc1ccc(Br)cc1C(=O)O	8	0.2	0.3	-3
